Screening results from PubChem.
LRH-1 inv ag: inverse agonists of human LRH-1 (NR5A2) | O00482 | HEK293T StAR-luciferase reporter, LRH-1 transfected, 24 h | inhibition, % at 3.6 µM | 360,000 tested, 0.13% active | AID 602396;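 active = inhibition above the mean inhibition of all tested compounds plus 3 SD, cut at about 73% in these data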;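 also: 0% = DMSO wells and 100% = reporter-only cells lacking LRH-1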
Target sequence (O00482 whole entry, looked up): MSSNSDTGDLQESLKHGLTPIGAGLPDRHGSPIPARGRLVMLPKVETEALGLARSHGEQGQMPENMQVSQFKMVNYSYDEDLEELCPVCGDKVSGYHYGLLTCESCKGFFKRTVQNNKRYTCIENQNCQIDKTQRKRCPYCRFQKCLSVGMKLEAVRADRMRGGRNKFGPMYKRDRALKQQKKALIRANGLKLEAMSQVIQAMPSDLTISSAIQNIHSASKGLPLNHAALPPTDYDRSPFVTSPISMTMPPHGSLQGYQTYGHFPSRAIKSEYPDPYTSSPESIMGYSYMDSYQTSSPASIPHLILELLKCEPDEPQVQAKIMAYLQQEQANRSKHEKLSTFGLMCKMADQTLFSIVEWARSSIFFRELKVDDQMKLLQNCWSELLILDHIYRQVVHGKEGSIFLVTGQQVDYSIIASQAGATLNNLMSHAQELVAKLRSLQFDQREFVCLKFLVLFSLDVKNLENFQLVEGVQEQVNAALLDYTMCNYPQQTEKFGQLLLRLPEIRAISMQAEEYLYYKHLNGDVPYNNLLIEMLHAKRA
NCOA3 inh: inhibitors of human steroid receptor coactivator 3 (SRC3); Q9Y6Q9; 360,000 tested, 0.17% active; AID 588352; inhibition, % at 3.6 µM; HEK293 GAL4-SRC3 luciferase reporter, luminescence;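 active = inhibition above a per-campaign cutoff, the mean of all compounds plus 3 SD, cut at about 60% in these data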;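 also: 0% = DMSO-treated cells and 100% = gossypol-treated cells at 36 µM; higher means less SRC3-driven luciferase light from the GAL4 reporter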
TWEAK-Fn14 inh: inhibitors of TWEAK-Fn14 interaction signaling. TWEAK-stimulated Fn14 reporter cells, luciferase luminescence, 8 h. inhibition, % at 10 µM. 360,000 tested, 2% active; in the data active = inhibition above about 50%
Shn3 inh set2: reduces Shn3 3'UTR luciferase signal in osteoblasts | 360,000 tested, 0.52% active | inhibition, % at 12.5 µM | Clone20 osteoblast Shn3 3'UTR firefly luciferase, 24 h;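 active = mean inhibition of at least 75% with every replicate also reaching 75%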;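 also: 0% = median of neutral control wells and 100% = pilot-screen positive control compound; some compounds past the cut are filed as inactive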
NCOA1 inh: inhibitors of human steroid receptor coactivator 1 (SRC1); Q15788; 360,000 tested, 0.12% active; inhibition, % at 3.6 µM; HEK293 GAL4-SRC1 luciferase reporter, luminescence;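 active = inhibition above the campaign mean plus 3 SD, with each screening campaign given its own cutoff, cut at about 60% in these data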;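 also: 0% = DMSO treated cells and 100% = gossypol at 36 µM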
KKLEB cytotox: CF airway cell cytotoxicity counter-screen | KKLEB CF airway cells viability, ATPlite luminescence, overnight; active compounds read low; cells stimulated with P. aeruginosa culture filtrate | activity change (cytotoxicity), % at 5 µM | 360,000 tested, 0.36% active | AID 602141;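 active = corrected activity change at or below -50% at 5 µM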
C8 TRAIL sens: caspase-8 TRAIL sensitization; NB7+C8 cells + TRAIL, ATPlite viability luminescence; inhibition (viability loss, TRAIL sensitization), % at 10 µM; 360,000 tested, 1% active;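 active = compounds causing at least 50% loss of cell viability in the single-dose screen, relative to plate controls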
COUP-TFII inh: NR2F2 (human) inhibition, primary screen; P24468; HEK293T NGFI-A luciferase reporter, luminescence; inhibition, % at 8.6 µM; 370,000 tested, 0.7% active;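 active = inhibition above a per-plate cutoff, mean inhibition of test wells between control levels plus 3 SD, cut at about 38% in these data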;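 also: cells cotransfected with COUP-TFII expression vector driving the NGFI-A reporter; 0% = median of COUP-TF2 test wells and 100% = reporter-only cells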
Target sequence (P24468 whole entry, looked up): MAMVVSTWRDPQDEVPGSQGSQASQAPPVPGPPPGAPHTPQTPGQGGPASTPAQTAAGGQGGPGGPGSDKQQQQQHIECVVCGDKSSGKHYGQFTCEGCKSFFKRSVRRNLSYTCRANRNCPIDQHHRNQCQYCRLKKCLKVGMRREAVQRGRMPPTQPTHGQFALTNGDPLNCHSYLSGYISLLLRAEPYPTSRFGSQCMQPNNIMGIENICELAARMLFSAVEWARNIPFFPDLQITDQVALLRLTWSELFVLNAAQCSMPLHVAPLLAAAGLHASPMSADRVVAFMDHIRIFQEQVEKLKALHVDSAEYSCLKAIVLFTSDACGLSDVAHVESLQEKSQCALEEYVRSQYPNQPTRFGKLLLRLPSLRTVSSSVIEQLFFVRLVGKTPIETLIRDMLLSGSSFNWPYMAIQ
TROY signal inh: inhibitors of TROY-dependent NF-kB signaling | inhibition, % at 10 µM | 360,000 tested, 0.98% active | Q293 LMP1-TROYcd NF-kB luciferase reporter, 4 h;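 active = compounds whose plate-normalised and pattern-corrected inhibition of the luciferase reporter signal at the single screening dose is 50% or more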
EBV LMP1 NFkB: Epstein-Barr LMP1 NF-kappaB reporter inhibition. LMP1-induced NF-kappaB luciferase reporter cells, luminescence. inhibition, % at 12.5 µM. 350,000 tested, 0.69% active. AID 504558; in the data active = inhibition above about 41%;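 also: 0% = neutral control wells and 100% = reference inhibitor control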
CF NFkB inh: blocks PAF-induced NF-kB reporter in cystic fibrosis cells | inhibition, % at 5 µM | 360,000 tested, 0.86% active | AID 588850 | KKLEB NF-kB-GFP reporter, GFP fluorescence overnight;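 active = at least 50% inhibition at 5 µM, scaled per plate between neutral and stimulator controls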;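 also: PAF is a Pseudomonas aeruginosa culture filtrate used as stimulus; plate controls were PAF-stimulated DMSO wells for no effect and unstimulated DMSO wells for full effect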
Numbers without * were called inactive; nt = no result given. This is a subset (hit frequency here may not be typical).

SMILES	LRH-1 inv ag	NCOA3 inh	TWEAK-Fn14 inh	Shn3 inh set2	NCOA1 inh	KKLEB cytotox	C8 TRAIL sens	COUP-TFII inh	TROY signal inh	EBV LMP1 NFkB	CF NFkB inh
COc1ccc(CNC(=O)c2cc(=O)c3ccccc3o2)cc1	18	-8	5	45	9	-7	-11	-2	-13	0	8
COc1ccc(N(CC(=O)N2CCc3ccccc3C2)S(C)(=O)=O)cc1Cl	8	-5	-4	-7	0	1	-28	16	-23	0	1
CSc1cccc(NC(=S)N2CCC(N(C)C3CCCCC3)CC2)c1	14	26	-14	3	6	-1	-3	11	-1	9	-4
COc1ccc(CN2CCNC(=O)C2CC(=O)N(C)C2CCCCC2)cc1OC (stereo not given)	-2	0	-4	-5	-15	-5	-12	17	7	-3	10
O=C(CSc1nnc(Cc2cccs2)n1C1CCCCC1)N1CCN(C(=O)c2ccco2)CC1	13	2	13	7	-32	-4	-15	10	-23	-8	6
N#Cc1ccc(CN2CCN(C(=O)Cn3nc(C(N)=O)c4ccccc4c3=O)CC2)cc1	8	0	1	6	-15	-6	3	6	-2	2	5
CCOC(=O)C1=C(CC)OC(N)=C(C#N)C1c1ccc(NC(C)=O)cc1 (stereo not given)	5	13	6	8	-10	3	0	4	3	3	4
Nc1c(C(=O)c2ccccc2)oc2ccccc12	-9	-46	0	-48	-41	0	-2	-10	-52	-16	-8
Nc1nc2nc(-c3ccc(OCc4ccccc4)cc3)cc(C(F)(F)F)n2n1	8	-7	-1	6	14	-5	-24	12	3	5	5
CCN(CC)C(=O)C1CCN(S(=O)(=O)c2ccc3c(c2)CCCN3C(=O)C2CCC2)CC1	-4	10	-1	33	8	3	-9	15	15	7	21
C=C1CCN([C@@H](Cc2ccccc2)C(=O)O)S(=O)(=O)c2ccccc21	-8	-11	-1	1	-7	-15	6	-2	-2	-5	34
CCn1cc(-c2n[nH]c(=S)n2-c2ccc(C)cc2Br)c(=O)c2ccc(C)nc21	-11	21	7	9	11	2	-8	10	-9	8	-2
O=C(O)c1ccccc1NS(=O)(=O)c1cccc(-n2sc3ccccc3c2=O)c1	10	4	15	-18	-19	73	-4	14	45	-3	86*
C=CCNC(=O)c1oc2ccc(S(=O)(=O)N(CC)CC)cc2c1C	-12	11	-2	-7	-10	6	2	10	11	-1	-10
CCOCc1c(C(=O)OCC(=O)Nc2ccc(C)c(S(=O)(=O)N(C)C)c2)oc2ccccc12	7	17	11	-1	-3	8	4	7	35	-1	0
CCN(CC)c1nc2n(c(=O)n1)CCO2	-9	12	-1	-1	6	6	-5	-23	-6	-3	-6
CCOC(=O)c1c(Cc2cccc(Cl)c2)c[nH]c1C	-19	14	11	-9	-16	-4	-13	2	-35	-16	20
COCCCn1c(Cc2csc(Nc3cccc(Cl)c3)n2)nnc1SCC(=O)OC	4	21	3	-21	-8	-2	-13	-15	-2	-7	11
Cc1cccc(-c2nc(NCCCN(C)C)c3ccccc3n2)c1	-44	-19	-24	10	-21	4	-3	4	-4	1	-3
COc1cc(CC(=O)OCC(=O)N2CCCCC2C)cc(OC)c1OC (stereo not given)	-4	-11	15	-3	9	-4	-5	13	-1	-7	-4
Cc1ccc(N(CC(=O)Nc2ccc3c(c2)OCCO3)S(=O)(=O)c2c(C)noc2C)cc1	12	17	43	12	-2	1	-1	10	15	4	-3
COc1ccc(CC(=S)N2CCOCC2)cc1OC	-2	-13	4	3	0	0	-23	-13	8	2	3
Cc1nn(C)c(C)c1S(=O)(=O)N1CCC(CO)(CC2CCCCO2)CC1 (stereo not given)	-4	13	1	-5	6	-5	-8	-4	-9	0	16
CCN(CC)C(=O)Cn1cc(C(=O)C(=O)NCCc2c[nH]c3ccccc23)c2ccccc21	6	12	6	2	-7	7	11	-6	-12	8	-9
Cc1cc(=O)[nH]c(SCC(=O)NCc2ccc3c(c2)OCO3)n1	-6	0	12	-3	-4	-5	-12	-17	-4	-9	2
O=C(NCc1ccccc1)N1CCN(c2ccc(Cl)c(Cl)c2)CC1	10	23	12	62	-17	5	-3	-7	31	-3	-4
CCCCCCCCOC(=O)CCn1[nH]c(=O)c2ccccc2c1=O	-18	6	-4	-14	-1	9	1	-21	0	4	5
Cc1cc(=O)[nH]c(SCC(=O)NCCOc2ccccc2)n1	18	13	-3	-6	6	4	-6	-3	1	-1	2
O=C(Nc1nnc(C2=COCCO2)o1)c1cccc([N+](=O)[O-])c1	22	5	-8	11	13	-1	-5	-5	5	-9	-10
O=C(CSc1ccc(Cl)cc1)NNC(=O)c1ccco1	-12	-12	-10	4	-2	-4	3	-15	-33	0	-4
COc1ccc(N2CC(C)Cn3c2nc2c3c(=O)n(CCN3CCOCC3)c(=O)n2C)cc1 (stereo not given)	-6	4	-1	7	6	5	3	8	-3	-9	-12
O=C(CNC(=O)C1CCCCC1)Nc1ccc(Cl)cc1	-28	5	-34	-11	-20	-4	-9	-1	-51	-5	-2
O=C(NCC(=O)N1CCN(c2ncccn2)CC1)c1ccccc1F	-64	-37	4	-50	-76	0	-5	-16	-10	-11	10
COc1ccc(CNC(=O)c2sc(=O)n(Cc3ccc(C)cc3)c2C)cc1	4	15	9	-6	-11	2	-13	-14	12	nt	-3
CC1=C(C(=O)OCc2ccccc2)C(c2cccs2)NC(=O)N1CCCC(=O)O (stereo not given)	18	-4	7	2	-8	-1	-6	7	-2	1	-2
COc1ccc(C(=O)NNC(=O)CSc2nnc(-c3cccnc3)o2)cc1	18	-5	8	11	6	17	-3	-16	6	-2	-10
COc1ccc(NC(=O)COc2ccc(Br)cc2)c(OC)c1	-6	-10	6	-9	-13	6	2	1	9	3	13
CCOC(=O)c1ccc(N=C2SC(C(=O)NC)CC(=O)N2Cc2ccc(F)cc2)cc1 (stereo not given)	0	1	-21	3	-8	8	7	21	6	-5	1
CN(C(=O)Cn1nc(C(=O)O)c2ccccc2c1=O)C1CCCCC1	-4	5	-8	-1	-1	1	-10	-5	-36	2	19
O=C(COc1nsnc1N1CCOCC1)Nc1cccc(Cl)c1	8	17	-18	0	-15	0	-12	18	11	-1	-1
CCOc1ccc(S(=O)(=O)N2c3ccccc3CC2C)cc1 (stereo not given)	14	3	-14	5	-18	-27	2	-13	18	0	29
CCCC(=O)Nc1cccc(NC(=O)CN2CCN(c3ccccc3OC)CC2)c1	-6	2	0	4	0	-17	20	-1	19	6	-15
CN1CCN(c2ccc(NC(=O)N3CCc4ccccc43)cc2)CC1	35	53	95*	46	57	-20	61*	62*	77*	60*	6
CC(=O)Nc1ccc(S(=O)(=O)NCC(=O)OCC(=O)NC(=O)C2CCCCC2)cc1	23	8	-4	4	-6	0	-7	-5	-9	9	12
CCOc1ccc(NC(=O)CSc2nc3ccccc3nc2N2CCOCC2)cc1	17	3	-7	6	-16	2	9	18	-6	-13	5
COc1ccc2oc(-c3ccc(NC(=O)c4ccc(N5CCOCC5)c([N+](=O)[O-])c4)cc3)nc2c1	-12	10	-48	8	-14	-60*	50*	11	30	-22	54*
CCN(Cc1ccncc1)C(=O)c1ccc(Br)o1	-13	-18	-1	8	-16	0	-8	9	12	-18	12
O=c1c2c3c(sc2n2cnnc2n1CCc1ccccc1)CCCC3	-16	-3	4	16	-13	0	-4	3	-7	-3	-20
Cc1cc(C)n(/N=C/c2cccc([N+](=O)[O-])c2)c(=O)c1	-11	6	-2	-6	-2	10	2	1	-60	-2	6
COc1cc(/C=N/OCC(=O)NC23CC4CC(CC(C4)C2)C3)ccc1OCc1ccccc1	-44	-20	27	1	-30	-14	19	-14	-10	15	-4
O=C(CSc1nnc(C2COc3ccccc3O2)o1)NC1CCCCC1 (stereo not given)	-8	2	-28	-6	-23	8	3	2	-18	-13	-6
CC1CCN(C(=O)c2ccc3c(c2)OCO3)CC1	-7	-6	14	3	0	22	-29	-8	-5	4	-7
Cc1cccc(NC(=O)CSCC(=O)N2CCN(c3cccc(C(F)(F)F)c3)CC2)c1	-1	10	10	-2	-5	-10	-5	13	2	26	-9
O=C(c1cnn2c(C(F)F)cc(-c3ccccc3)nc12)N1CCc2ccccc21	0	10	-3	14	0	-10	-7	-5	10	10	7
COc1ccc2nc(NC(=O)CSc3nc4ccccc4o3)sc2c1	-12	8	35	-14	3	-7	48	13	68*	-8	-10
Nc1ncnc2c1ncn2[C@@H]1O[C@H](CNCc2ccc(OCC(=O)Nc3ccccn3)cc2)[C@@H](O)[C@H]1O	9	3	19	-12	8	8	2	23	-8	-1	-6
CCOC(=O)NN1C(=O)c2ccccc2NC1c1ccc(OC)cc1 (stereo not given)	4	1	5	16	-2	0	11	-9	-18	3	1
CCOC(=O)c1c(S(=O)(=O)NCC2CCN(Cc3cccc(F)c3)CC2)c(C)n(C)c1C	2	8	-4	-12	4	0	2	0	-3	2	7
COc1ccc(C(=O)NNC(=O)Nc2ccc(C)cc2)cc1	-15	6	-2	21	3	2	-2	-16	-11	9	-6
COc1cc(OC)c(C(=O)OCC(=O)N2CC(=O)Nc3ccccc32)cc1OC	7	4	5	-23	11	-4	-17	0	-5	-1	-10
Next results.
SMILES	LRH-1 inv ag	NCOA3 inh	TWEAK-Fn14 inh	Shn3 inh set2	NCOA1 inh	KKLEB cytotox	C8 TRAIL sens	COUP-TFII inh	TROY signal inh	EBV LMP1 NFkB	CF NFkB inh
O=C(CSc1ccccc1Cl)NC1CCCc2ccccc21 (stereo not given)	0	10	-15	0	16	2	-9	0	-22	-12	-4
Clc1ccc(OCCCN2CCc3ccccc3C2)c(Br)c1	3	-13	-6	4	-3	-11	-3	0	-27	-21	-4
CC1CCCN(C(=O)C(Cc2ccccc2)n2cccc2)C1 (stereo not given)	-2	-1	-4	-14	-6	-1	14	2	-5	-5	-2
Cc1cccc(CC(=O)Nc2ccc(C(=O)N3CCOCC3)cc2)c1	-3	6	-12	-2	-5	-4	-20	6	8	4	15
Cc1cc(C(F)(F)F)nn1CC(=O)N1CCCC1	4	-6	11	6	-8	10	-6	-1	13	-4	-5
COc1ccc(C(=O)Nc2nc3ccc(S(C)(=O)=O)cc3s2)cc1OC	2	2	10	5	-18	-3	6	0	-8	1	12
COc1ccccc1NC(=O)Nc1ccc2[nH]c(=O)[nH]c2c1	15	-1	18	-12	1	-5	-10	-9	12	0	8
NC(=O)c1ccc2nc(NC(=O)c3ccc(N)cc3)sc2c1	-42	-35	-7	-27	-34	-1	39	-27	-29	-20	-4
COc1ccc(NC(=O)c2ccc3c(=O)n(Cc4ccco4)c(=S)[nH]c3c2)c(OC)c1	5	10	23	6	-2	7	-1	-3	9	10	14
CC(C)(C)[C@@H]1C=C(C(=O)N2CCN(Cc3ccccc3)CC2)O[C@H](OCCCCO)C1	-5	23	-5	-13	-9	5	-11	27	-8	1	-17

Among those listed so far, these have a cyano group.
SMILES	LRH-1 inv ag	NCOA3 inh	TWEAK-Fn14 inh	Shn3 inh set2	NCOA1 inh	KKLEB cytotox	C8 TRAIL sens	COUP-TFII inh	TROY signal inh	EBV LMP1 NFkB	CF NFkB inh
N#Cc1ccc(CN2CCN(C(=O)Cn3nc(C(N)=O)c4ccccc4c3=O)CC2)cc1	8	0	1	6	-15	-6	3	6	-2	2	5
CCOC(=O)C1=C(CC)OC(N)=C(C#N)C1c1ccc(NC(C)=O)cc1 (stereo not given)	5	13	6	8	-10	3	0	4	3	3	4
